697 NFkB inh = lowers PMA/ionomycin-induced NF-kB signal in 697 B cells; inhibition, % at 4 µM; AID 435022; 697 B-cell NF-kB luciferase reporter, 16 h; 330,000 tested, 0.33% active; in the data active = inhibition above about 35%
UPR CHOP act = apoptotic UPR (CHOP) activation; CHO-CHOP luciferase reporter, luminescence; percent of tunicamycin response over DMSO baseline; activation, % at 10 µM; 330,000 tested, 0.34% active; AID 449763;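 active = at 10 µM dose, activation of 40% or more, normalized to positive control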;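 also: 100% = tunicamycin at 10 µg/mL and 0% = DMSO alone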
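System: CHO-CHOP luciferase reporter cell line; amount: 500 cells/well; buffer or medium: F12 medium containing 10% fetal bovine serum; incubation: 6 h compound exposure at 37 °C after overnight seeding; measured by: luciferase luminescence after 10 min with Steady-Glo reagent; evaluation: % reporter activation, DMSO baseline versus tunicamycin full activation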
Jurkat NFkB inh = lowers PMA/ionomycin-induced NF-kB signal in Jurkat cells; AID 435003; 330,000 tested, 0.53% active; PMA/ionomycin-induced NF-kB luciferase reporter, luminescence; inhibition, % at 4 µM; in the data active = inhibition above about 50%
tim23-1 inh = tim23-1 yeast growth inhibition; inhibition, % at 20 µM; 330,000 tested, 1.3% active; AID 463212; S. cerevisiae tim23-1 growth, BacTiter-Glo luminescence, 24 h;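 active = growth inhibition of the mutant yeast at or above 50%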;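 also: temperature-sensitive mutant grown at 25 °C; plate controls were DMSO-treated mutant yeast for no effect and medium wells lacking yeast for full effect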
APJ antagonist = blocks the human apelin receptor APJ | P35414 | CHO-K1 APJ beta-arrestin complementation, luminescence | inhibition, % at 20 µM | 330,000 tested, 0.32% active | AID 2521;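 active = inhibition above about 40% at 20 µM, limit read from the data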;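 also: cells challenged with 10 nM apelin-13 agonist together with compound; plate controls were apelin-13 plus DMSO wells for no effect and DMSO wells lacking apelin-13 for full effect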
APJ ag = agonists of human APJ apelin receptor; 330,000 tested, 0.11% active; activation, % at 20 µM; CHO-K1 APJ PathHunter beta-arrestin, luminescence; 0% DMSO wells, 100% apelin; P35414;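 active = activation more than six SD over the plate average, tested at 20 µM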;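 also: 0% = DMSO alone and 100% = apelin-13 at 10 nM; some results filed as inactive read as strong as hits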
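Test system: CHO-K1 APJ beta-arrestin complementation cell line. Amount: cell density 1000 per well. Controls: DMSO negative, 10 nM Apelin-13 positive. Signal: luminescent beta-gal fragment complementation, chemiluminescent substrate. Read-out basis: agonist-driven arrestin binding to APJ. Timing: compound stimulation 90 min at 25 °C, detection 60 min.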
Mdm2 MdmX PPI = disrupts the human Mdm2-MdmX interaction; SaOS-2 split-luciferase Mdm2/MdmX complementation, luminescence; inhibition, % at 8 µM; 330,000 tested, 3% active; O15151+Q00987;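 active = inhibition of at least 50% at 8 µM in the primary screen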
Target sequence (O15151 whole entry, looked up): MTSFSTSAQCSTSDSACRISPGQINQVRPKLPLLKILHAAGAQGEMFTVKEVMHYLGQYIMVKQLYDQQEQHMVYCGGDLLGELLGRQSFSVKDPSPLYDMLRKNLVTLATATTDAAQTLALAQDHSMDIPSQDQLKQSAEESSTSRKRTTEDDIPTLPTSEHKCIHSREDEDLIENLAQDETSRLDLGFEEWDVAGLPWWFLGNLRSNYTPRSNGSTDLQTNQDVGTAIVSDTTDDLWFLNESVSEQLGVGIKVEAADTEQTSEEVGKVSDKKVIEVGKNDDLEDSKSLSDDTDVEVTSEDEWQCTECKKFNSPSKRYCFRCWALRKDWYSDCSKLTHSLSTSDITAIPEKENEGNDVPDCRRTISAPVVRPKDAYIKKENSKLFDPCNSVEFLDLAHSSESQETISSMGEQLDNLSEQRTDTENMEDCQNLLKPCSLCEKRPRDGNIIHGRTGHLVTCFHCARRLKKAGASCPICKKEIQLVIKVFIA
Target sequence (Q00987 whole entry, looked up): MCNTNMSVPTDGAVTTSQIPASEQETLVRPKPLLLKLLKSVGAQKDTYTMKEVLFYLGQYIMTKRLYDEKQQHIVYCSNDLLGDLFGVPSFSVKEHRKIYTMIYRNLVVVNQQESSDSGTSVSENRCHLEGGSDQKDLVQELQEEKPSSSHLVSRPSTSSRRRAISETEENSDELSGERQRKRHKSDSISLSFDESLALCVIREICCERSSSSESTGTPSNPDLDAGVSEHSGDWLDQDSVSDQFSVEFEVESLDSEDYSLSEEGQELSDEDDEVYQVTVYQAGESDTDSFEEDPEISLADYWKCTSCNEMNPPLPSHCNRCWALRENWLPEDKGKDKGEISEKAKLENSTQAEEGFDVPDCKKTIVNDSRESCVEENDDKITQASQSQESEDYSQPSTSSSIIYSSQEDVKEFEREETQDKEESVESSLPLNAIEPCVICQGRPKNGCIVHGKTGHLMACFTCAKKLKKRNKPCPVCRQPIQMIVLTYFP
UPR XBP1 act = activators of adaptive arm of unfolded protein response (XBP1) | CHO-XBP1 luciferase reporter, IRE1-XBP1 UPR activation, luminescence; percent of tunicamycin response, DMSO as zero | activation, % at 20 µM | 330,000 tested, 0.33% active | AID 463104;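 active = versus positive control, 20 µM dose yields 30% or more activation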;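 also: 100% = tunicamycin at 10 µg/mL and 0% = DMSO only wells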
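Assay system: IRE1-XBP1 luciferase reporter CHO line. Input: 1000 cells/well. Buffer or medium: F12 with 10% serum. Doses: 20 µM, 1% DMSO. Times: overnight seeding at 37 °C, 6 h compound treatment at 37 °C. Technique: Steady-Glo luciferase glow luminescence, 10 min after reagent addition.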
* marks the source's active call; other numbers are inactive results.

SMILES | 697 NFkB inh | UPR CHOP act | Jurkat NFkB inh | tim23-1 inh | APJ antagonist | APJ ag | Mdm2 MdmX PPI | UPR XBP1 act
Cc1onc(-c2ccccc2)c1C(=O)N1CCOC12CCN(c1cccc(F)n1)CC2 | 11 | -0.3 | 8 | 25 | 16 | -2 | 13 | -2
Clc1ccc(CN2C3=NCCN3c3ccccc32)cc1Cl | -12 | -2.3 | -6 | 0 | -1 | 1 | 23 | 1
O=C(NNS(=O)(=O)c1ccc(Cl)cc1)c1cc(-c2ccccc2)nc2ccccc12 | -6 | 1.1 | -6 | 18 | 13 | -2 | -10 | 1
CC(=O)C1=C(C)Nc2ncnn2C1c1ccccc1F (stereo not drawn) | 21 | 4.1 | -1 | 1 | 19 | -2 | -1 | -2
C=C(C)CN(CC)CCC(=O)Nc1ccc(OC)cc1OC | -8 | -0.1 | -15 | 13 | -35 | 0 | -1 | 1
Cc1c(/C=N\NC(=O)c2ccc(F)cc2)cnn1C | -4 | -0.9 | -10 | 2 | -1 | 5 | 18 | -1
COc1cc(N(C(=O)Cc2cccs2)C(C(=O)NC2CCCCC2)c2ccc(C)cc2)ccc1-n1cnnn1 (stereo not drawn) | 9 | -0.6 | 3 | -7 | 19 | -6 | 84* | 35*
O=C(CCc1ccccc1)Nc1cccnc1 | 2 | 2.4 | -23 | 4 | 5 | 0 | -2 | -5
COc1cccc(/C=N/Nc2ccc(Cl)nn2)c1OC | -82 | 4.0 | -59 | 2 | 8 | 4 | -16 | 7
COc1ccc(C2=NS(=O)(=O)N(C)C(C(=O)Nc3ccc(C)cc3)=C2)cc1 | -12 | -1.4 | -6 | -9 | 3 | 0 | -11 | -5
CN(C)c1ccc(C2Nc3cccc4cccc(c34)N2)cc1 | -116 | 5.2 | -15 | 40 | -30 | 0 | -80 | 0
Fc1ccc2nc(Nc3ccccc3)sc2c1 | -93 | 2.9 | -137 | 24 | -2 | -2 | -149 | 2
COc1ccccc1Nc1nc(N)nc(CSC(=S)N2CCC(C)CC2)n1 | -1 | 0.0 | -1 | 50* | -21 | -2 | 7 | -1
O=C(NCCS(=O)(=O)N1CCN(c2ccccc2F)CC1)c1cccc(Br)c1 | 0 | 2.2 | -1 | 15 | -2 | -9 | 9 | -1
CN1CCN(C2Cc3ccc(F)cc3Sc3cc(F)c(Cl)cc32)CC1 (stereo not drawn) | -30 | 0.9 | -14 | 21 | 10 | 3 | 65* | 6
CN(CCOc1ccc(Cl)cc1)C(=O)C1=CC=CN2CCS(=O)(=O)N=C12 | 1 | 0.8 | -8 | 4 | -10 | 1 | -15 | 0
N#Cc1ccc2ccn(CC(=O)NC3CCCCCC3)c2c1 | 13 | -2.4 | 17 | 17 | 10 | 1 | 39 | -2
O=C(CNc1n[nH]c(=O)[nH]c1=O)N/N=C/c1cccnc1 | 7 | -1.0 | 5 | 8 | -10 | -2 | 1 | -2
O=C(COc1ccc(Br)cc1Cl)c1ccc[nH]1 | -42 | 5.3 | -73 | 31 | -5 | -3 | -42 | 4
CC1Cc2ccccc2N1C(=O)c1cnc2n(c1=O)CCS2 (stereo not drawn) | -9 | -1.7 | -5 | -14 | -2 | -6 | 3 | 2

A second format for some results above.
Each structure is followed by: 697 NFkB inh | UPR CHOP act | Jurkat NFkB inh | tim23-1 inh | APJ antagonist | APJ ag | Mdm2 MdmX PPI | UPR XBP1 act
- CN(C)c1ccc(C2Nc3cccc4cccc(c34)N2)cc1
    -116 | 5.2 | -15 | 40 | -30 | 0 | -80 | 0
- Fc1ccc2nc(Nc3ccccc3)sc2c1
    -93 | 2.9 | -137 | 24 | -2 | -2 | -149 | 2
- COc1ccccc1Nc1nc(N)nc(CSC(=S)N2CCC(C)CC2)n1
    -1 | 0.0 | -1 | 50* | -21 | -2 | 7 | -1
- O=C(NCCS(=O)(=O)N1CCN(c2ccccc2F)CC1)c1cccc(Br)c1
    0 | 2.2 | -1 | 15 | -2 | -9 | 9 | -1
- CN1CCN(C2Cc3ccc(F)cc3Sc3cc(F)c(Cl)cc32)CC1 (stereo not drawn)
    -30 | 0.9 | -14 | 21 | 10 | 3 | 65* | 6

New compounds follow
SMILES | 697 NFkB inh | UPR CHOP act | Jurkat NFkB inh | tim23-1 inh | APJ antagonist | APJ ag | Mdm2 MdmX PPI | UPR XBP1 act
COC(=O)c1ccc(Oc2nc(NC(C)C)nc(SC)n2)cc1 | 11 | 0.9 | -2 | 37 | 9 | -4 | 23 | -4
Cc1ccc2c(c1)C1CC(C)(O2)N(c2cccc(C(=O)N3CCN(c4ccccn4)CC3)c2)C(=O)N1 (stereo not drawn) | 2 | 0.5 | 2 | -5 | -8 | 3 | 20 | -11
CCC(Oc1ccc2c(c1)C(=O)CC(C)(C)O2)C(=O)NCCN1CCCCCC1 (stereo not drawn) | 4 | -1.3 | 0 | 14 | 7 | 3 | -10 | -4
O=C(NCCN1CCCCC1)c1cc(OCC(F)(F)F)ccc1OCC(F)(F)F | -26 | -1.0 | -12 | 19 | 3 | 10 | -3 | 0
COc1ccc(C(=O)CN2CCN(CCN3C(=O)c4cccc5cccc(c45)C3=O)CC2)cc1 | 18 | -0.5 | 0 | 27 | 13 | -2 | -29 | -4
O=C(COC(=O)c1ccc(F)c(S(=O)(=O)N2CCOCC2)c1)Nc1ccc2[nH]c(=O)[nH]c2c1 | -20 | -0.6 | -17 | -36 | -52 | 4 | -16 | 0
O=C(COC(=O)c1ccc(CNS(=O)(=O)c2ccc(F)c(Cl)c2)cc1)NC1CCCCCCC1 | 9 | 0.7 | 5 | 0 | -9 | -2 | 1 | -3
Cc1cc(C(=O)N/N=C\c2ccc(COc3ccc([N+](=O)[O-])cc3)o2)ccc1[N+](=O)[O-] | 22 | -1.5 | -1 | 1 | 7 | -1 | 33 | -3
CC(C)(C)C(=O)Nc1ccc(C(=O)OC2CCCCC2)cc1 | -301 | 6.6 | -189 | 50* | -12 | -3 | -65 | 3
Oc1ccc(N2CCN(c3ccnc4cc(Cl)ccc34)CC2)cc1 | -8 | 0.4 | 30 | 23 | -8 | 3 | 39 | -6
ClC(Cl)(Cl)c1nc2ccccc2n2nncc12 | 24 | -1.1 | 26 | 54* | -26 | 9 | 77* | 31*
Cc1nc(NS(=O)(=O)c2ccccc2)sc1C(C)(C)C | 2 | 0.5 | 11 | 14 | -2 | -3 | 16 | 1
COc1ccc(CC(=O)N(C)CC(=O)Nc2ccccc2Cl)cc1S(=O)(=O)N1CCOCC1 | 19 | -1.0 | -5 | -16 | 0 | -4 | 6 | 0
O=S(=O)(c1ccc(F)cc1)c1nc(-c2ccccc2F)oc1N1CCCCC1 | -11 | -0.5 | 13 | 45 | -16 | -2 | -45 | 2
COc1ccc(-c2cn3c(C)c(C(=O)N4CCN(c5ccccc5F)CC4)sc3n2)cc1 | -10 | 0.0 | 13 | 56* | 15 | 5 | -5 | -4
CCOC(=O)N1CCC(N2CCCC(C(=O)c3cc(F)ccc3OC)C2)CC1 (stereo not drawn) | 9 | -3.1 | 5 | 11 | 14 | -6 | 6 | 0
O=C(COC(=O)c1cc(S(=O)(=O)N2CCOCC2)ccc1F)NCc1ccc2c(c1)OCO2 | 4 | -0.3 | 9 | -1 | 7 | 3 | -8 | -3
Cc1nnc(NCCc2ccccc2)n(N)c1=O | -4 | -0.6 | -12 | 4 | 2 | -1 | 21 | -3
CCOc1ccccc1N/C(=C(/C(Cl)=C(Cl)Cl)[N+](=O)[O-])n1cncn1 | 28 | 1.4 | -3 | 19 | 2 | 2 | 15 | 1
CC(=O)Oc1ccc(/C=C2/Oc3ccccc3C2=O)cc1 | -22 | 0.4 | -6 | 40 | 15 | -7 | 19 | 2
O=S1(=O)CC(N2CCCCC2)C(N2CCCCC2)C1 (stereo not drawn) | 19 | -0.5 | 11 | 11 | 8 | -1 | 9 | -1
COC(=O)[C@H]1[C@H]2C[C@@H]3c4[nH]c5cc(OC)ccc5c4CCN3C[C@H]2C[C@@H](OC(=O)/C=C/c2cc(OC)c(OC)c(OC)c2)[C@@H]1OC | 19 | 6.5 | 6 | 13 | 9 | 13 | 64* | -4
O=C1CCCCC1C(Nc1ccc(Cl)cc1)c1ccccc1 (stereo not drawn) | 9 | 0.6 | 14 | 39 | 17 | 0 | 8 | 0
C[C@H](NC(=O)C1(c2ccccc2)CCN(C(=O)OC(C)(C)C)CC1)C(=O)N[C@@H](C(=O)O)c1ccccc1 | -25 | -0.1 | -4 | 10 | 2 | -3 | 0 | -1
Cc1ccc2oc(-c3ccccc3)c(C(=O)O)c(=O)c2c1 | -191 | 4.6 | -139 | 14 | 0 | 3 | -124 | 2
CC[C@@H](CC1CCCCC1)C(=O)N(Cc1ccccc1)c1ccccc1 | -2 | -1.7 | 7 | 18 | 24 | -1 | 11 | -3
COC(=O)C1=C[C@@H](C(=O)OC)[C@@H]2C3=C(C(=O)[C@@]2(C)NC(=O)c2ccccc2)[C@H](c2ccccc2)[C@@H]2C(=O)NC(=O)[C@@H]2[C@@H]3C1 | 9 | -1.0 | -15 | -6 | 27 | -1 | 1 | -1
NS(=O)(=O)c1ccc(N/N=C/c2ccccc2Br)cc1 | -8 | 23 | -2 | -12 | -25 | 0 | -8 | -2
COC(=O)C(NC(=O)CSc1nc(N)cc(=O)[nH]1)c1ccccc1 (stereo not drawn) | 12 | 0.9 | 3 | 11 | 0 | 1 | 0 | 2
Cc1ccc(-c2csc(NC(=O)C[n+]3cc(-c4ccc(C)cc4)n4c3CCC4)n2)cc1 | 0 | 20 | 17 | -2 | 4 | -5 | 56* | -4
c1ccc2c(c1)C(=NC1CCCCC1)NC2=NC1CCCCC1 | -27 | 3.1 | 2 | 11 | 12 | 9 | 94* | 3
O=C(NC1CCCCC1)c1cccnc1Sc1ccccc1 | 15 | -0.9 | 8 | 10 | 13 | -1 | 14 | -1
COc1ccc(N2CCN(C(=O)CN(C)S(=O)(=O)c3ccc4c(c3)c(=O)n(C)c(=O)n4C)CC2)cc1 | 12 | -0.7 | 9 | 4 | -4 | -4 | 4 | 4
CC(C)NC(=O)CSc1nc2ccccc2n1-c1ccccc1 | -8 | -2.9 | -16 | 36 | 2 | 1 | 6 | -2
OCCC1CN(CCCc2ccccc2)CCN1Cc1ccc(F)cc1 (stereo not drawn) | -25 | -1.9 | -7 | 5 | -19 | -1 | 5 | -3
O=C(COC(=O)COc1ccccc1)Nc1ccc(Cl)cn1 | -23 | -0.5 | -11 | 17 | 4 | 2 | -11 | 1
COC(=O)c1[nH]c2ccc(C)cc2c1NC(=O)CN1CCN(c2ccccc2)CC1 | -31 | 0.7 | 31 | 28 | -13 | 2 | 35 | 3
COc1ccc(OC)c(NC(=O)CCc2nnc3ccc(NCc4ccco4)nn23)c1 | -7 | 0.1 | -12 | 0 | -45 | 0 | 2 | -3
CCCN(CC(=O)Nc1ccccc1OC)C(=O)c1ccc(=O)[nH]c1 | -7 | 2.0 | 20 | 8 | 13 | -1 | 17 | 0
O=C(CCNc1ccc(Cl)c(C(F)(F)F)c1)c1ccco1 | -5 | -0.7 | -6 | 28 | -14 | -5 | 17 | -2
CNS(=O)(=O)c1cccc(C(=O)OCC(=O)NCc2ccccc2)c1 | 6 | 1.9 | 2 | -7 | 3 | -2 | 2 | 0
CCOc1ccccc1N1CCN(C(=O)c2cccs2)CC1 | -9 | 0.5 | -1 | 17 | 4 | -1 | -2 | -3

Bioassay records as filed in PubChem BioAssay.

Rows are unselected. About 5% of those tested had a hit in this group.
